From PubChem
M1 PAM parental = nonselective calcium activators in parental CHO-K1 cells, primary screen, counter-screen for M1 PAM project, cell-based, Fluo-8 calcium fluorescence, full deck, 1536-well | ATP EC20; 0% at ATP EC20, 100% at ATP max | activation, % at 3 µM | 0.02% of 360,000 active | AID 602247, 2012;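 active = activation above the run cutoff, the mean activation of all test compounds plus 3 SD, cut at about 40% in these data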;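 note: peak over basal fluorescence ratio in a 140 s read after ATP addition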
TAAR1 antag = human TAAR1 antagonists, primary screen, Fluo-8 calcium fluorescence, CHO RD-HGA16 cells | Trace amine-associated receptor 1 (Homo sapiens), Q96RJ0 | antagonist | inhibition, % at 3 µM | 1.5% of 360,000 active | AID 624466, 2012;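 active = inhibition above a per-plate cutoff, the mean inhibition of test compounds on that plate plus 3 SD, cut at about 49% in these data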;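 note: 0% = DMSO plus EC80 beta-PEA response and 100% = DMSO alone without agonist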
Target sequence (Q96RJ0 whole entry, looked up): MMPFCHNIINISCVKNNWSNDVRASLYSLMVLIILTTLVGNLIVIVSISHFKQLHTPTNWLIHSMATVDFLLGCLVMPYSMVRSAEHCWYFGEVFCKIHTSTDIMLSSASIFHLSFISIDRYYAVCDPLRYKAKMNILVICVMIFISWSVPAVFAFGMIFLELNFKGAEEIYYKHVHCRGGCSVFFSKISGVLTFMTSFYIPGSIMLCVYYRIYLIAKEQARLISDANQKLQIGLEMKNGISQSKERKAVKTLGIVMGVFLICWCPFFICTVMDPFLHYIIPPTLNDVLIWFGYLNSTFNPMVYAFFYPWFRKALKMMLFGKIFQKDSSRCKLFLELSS
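Material: CHO RD-HGA16 cells bearing hTAAR1; compound dosing: one-point dosing, 3 µM nominal final; schedule: dye loading 75 min at 37 °C, then 30 min room temperature; measured by: calcium fluorescence with Fluo-8; control set: vehicle and agonist controls; replication: n of 1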
M1 ag parental = counter-screen for M1 agonists: effect in parental CHO-K1 cells; Fluo-8 calcium fluorescence; scaled to maximal ATP response, vehicle zero; activation, % at 3 µM; 0.48% of 360,000 active; AID 602248, 2012; in the data active = activation above about 15%;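 note: untransfected CHO-K1 host cells lacking M1 receptor as counterscreen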
M1 ag = human M1 muscarinic receptor agonists, primary screen, Fluo-8 calcium fluorescence, CHO-K1 cells, HTS | 0.33% of 360,000 active | CHO-K1 hM1, agonist mode; 0% DMSO, 100% acetylcholine EC100 | AID 588814, 2011 | activation, % at 3 µM;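 active = activation above the run's mean compound activation plus 3 SD, cut at about 16% in these data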;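 note: peak over basal fluorescence ratio within a 140 s kinetic read after compound addition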
Target sequence (P11229 whole entry, looked up): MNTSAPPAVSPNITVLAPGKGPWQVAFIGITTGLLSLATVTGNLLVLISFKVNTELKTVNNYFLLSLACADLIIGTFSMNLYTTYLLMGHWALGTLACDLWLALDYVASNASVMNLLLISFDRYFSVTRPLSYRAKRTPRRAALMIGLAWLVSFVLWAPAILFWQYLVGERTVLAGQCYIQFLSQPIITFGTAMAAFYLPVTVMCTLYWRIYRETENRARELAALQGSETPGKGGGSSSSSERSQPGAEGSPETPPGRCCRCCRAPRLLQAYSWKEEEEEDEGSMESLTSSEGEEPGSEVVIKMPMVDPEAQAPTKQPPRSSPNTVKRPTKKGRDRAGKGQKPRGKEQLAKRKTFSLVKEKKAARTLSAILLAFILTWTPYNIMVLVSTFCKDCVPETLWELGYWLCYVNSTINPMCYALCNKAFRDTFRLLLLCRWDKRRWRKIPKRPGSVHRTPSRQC
CHO parental Ca = ATP-evoked calcium signal inhibitors, parental CHO, primary screen, counter-screen for OX1R antagonist project, cell-based, fluorescence, Fluo-8 calcium dye; parental CHO-K1, ATP-induced calcium, Fluo-8 fluorescence; inhibition, % at 5.6 µM; 0.63% of 330,000 active; AID 463079, 2010;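 active = inhibition above that plate's mean sample inhibition plus 3 SD, cut at about 26% in these data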;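 note: 0% = ATP-challenged DMSO wells and 100% = DMSO wells without ATP; some compounds past the cut are filed as inactive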
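Assay system – parental CHO cells · Reagent – ATP stimulus · Detection – intracellular calcium via Fluo-8 no-wash fluorescent dye · Evaluation – percent inhibition of ATP-evoked calcium rise, normalized to controls · Controls – ATP wells versus no-ATP DMSO wells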
TAAR1 ag = human TAAR1 agonists, primary screen, Fluo-8 calcium fluorescence, CHO RD-HGA16 cells; activation, % at 3 µM; Trace amine-associated receptor 1 (Homo sapiens), Q96RJ0; vehicle wells 0%, saturating PEA agonist 100%; AID 624467, 2012; 0.99% of 360,000 active;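 active = activation above the mean activation of all test compounds in the run plus 3 SD, cut at about 38% in these data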
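Assay system: CHO-derived RD-HGA16 cells with stable Gα16 and human TAAR1; timing: 17-24 h seeding, 75 min 37 °C dye, 30 min RT; read-out: % activation from peak over basal fluorescence ratio, DMSO-to-PEA scaled; measured by: kinetic Fluo-8 calcium fluorescence; benchmarks: low control DMSO, high control PEA (EC100); doses: 3 µM single concentration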
CHRM1 PAM = human M1 muscarinic receptor positive allosteric modulators, primary screen, CHO-K1 cells, Fluo-8 calcium fluorescence, 1536-well | Muscarinic acetylcholine receptor M1 (Homo sapiens), P11229 | CHO-K1 hM1, ACh EC20; 0% = ACh EC20, 100% = maximal ACh | activation, % at 3 µM | 0.088% of 360,000 active; in the data active = activation above about 19%, passing the limit was not always enough
CHO-K1 Ca antag = M1 antagonist counterscreen hit in parental CHO-K1 cells; ATP-induced calcium, Fluo-8 fluorescence; inhibition, % at 3 µM; 0.6% of 360,000 active; AID 602250;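 active = inhibition above a per-plate cutoff, the plate's mean sample inhibition plus 3 SD, cut at about 24% in these data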;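 note: 0% = DMSO plus EC80 ATP and 100% = DMSO alone without ATP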
CHRM1 antagonist = human M1 muscarinic receptor antagonists, primary screen, CHO-K1 cells, Fluo-8 calcium fluorescence, 1536-well; CHO-K1 hM1, ACh EC80 antagonist; Muscarinic acetylcholine receptor M1 (Homo sapiens), P11229; inhibition, % at 3 µM; 1.3% of 360,000 active;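 active = percent inhibition above its own plate's cutoff, namely the mean of that plate's compound wells plus 3 SD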;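 note: peak over basal fluorescence ratio during 140 s after agonist addition; 0% = ACh EC80 plus DMSO and 100% = DMSO alone without agonist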
* = called active by the depositor.

CC1(C(=O)NS(=O)(=O)Cc2ccccc2C(F)(F)F)CCN1C(=O)Cc1cccs1 (stereo not drawn) was read as M1 PAM parental -15.0, TAAR1 antag 0.9, M1 ag parental -0.1, M1 ag -1.1, TAAR1 ag 0.3, CHRM1 PAM -4.5, CHO-K1 Ca antag 1.1 and CHRM1 antagonist -10.3.
For Cc1noc(C)c1COC(=O)c1cccc(N(C)C)c1 the results were M1 PAM parental 20.9, TAAR1 antag -11.9, M1 ag parental 3.9, M1 ag -6.0, CHO parental Ca -27.4, TAAR1 ag 1.8, CHRM1 PAM -2.3, CHO-K1 Ca antag -14.2 and CHRM1 antagonist 0.9.
`COc1cc(/C=N/NC(=O)c2ccccc2O)ccc1OC(=O)CC1SC(=O)NC1=O` (stereo not drawn) gave M1 PAM parental -2.3, TAAR1 antag 11.1, M1 ag parental 0.0, M1 ag -1.8, CHO parental Ca -4.5, TAAR1 ag 1.2, CHRM1 PAM 6.9, CHO-K1 Ca antag 2.8 and CHRM1 antagonist -6.4.
Screening COc1ccc(NC(=O)CCCCC#Cc2ccccc2)cc1 returned M1 PAM parental 20.7, TAAR1 antag -2.0, M1 ag parental -0.1, M1 ag -8.1, CHO parental Ca 8.7, TAAR1 ag 12.4, CHRM1 PAM 1.4, CHO-K1 Ca antag -17.2 and CHRM1 antagonist 0.8.
CC(O)c1c(-c2ccccc2)nn(C)c1Cl (stereo not drawn) was read as M1 PAM parental -13.1, TAAR1 antag 10.1, M1 ag parental -0.5, M1 ag -6.8, CHO parental Ca -5.6, TAAR1 ag 11.7, CHRM1 PAM 1.5, CHO-K1 Ca antag 27.9* and CHRM1 antagonist -0.3.
O=C(NCc1cccnc1)c1ccc2c(=O)n(CCCN3CCCC3=O)c(=S)[nH]c2c1 was read as M1 PAM parental 2.6, TAAR1 antag 8.2, M1 ag parental -0.1, M1 ag -5.3, CHO parental Ca -1.9, TAAR1 ag 16.6, CHRM1 PAM 9.8, CHO-K1 Ca antag 10.2 and CHRM1 antagonist 1.2.
Screening CC(=O)Nc1ccc(-c2cc(-c3ccccc3)nc(-c3ccccc3)n2)cc1 returned M1 PAM parental 6.9, TAAR1 antag 5.5, M1 ag parental 0.3, M1 ag 0.5, CHO parental Ca -8.5, TAAR1 ag 0.4, CHRM1 PAM -5.5, CHO-K1 Ca antag -1.4 and CHRM1 antagonist 9.4.
Screening CCC(=NC(CC)CO)C1=C(O)CC(C)(C)CC1=O (stereo not drawn) returned M1 PAM parental -3.8, TAAR1 antag -4.5, M1 ag parental -0.5, M1 ag 1.7, CHO parental Ca 5.5, TAAR1 ag 5.6, CHRM1 PAM 8.2, CHO-K1 Ca antag -13.5 and CHRM1 antagonist -20.8.
For COc1ccc(COC(=O)C2=C(C)NC(=O)NC2c2ccccc2F)cc1 (stereo not drawn) the results were M1 PAM parental 15.4, TAAR1 antag 1.5, M1 ag parental 5.0, M1 ag -2.9, CHO parental Ca -17.5, TAAR1 ag 2.1, CHRM1 PAM -1.0, CHO-K1 Ca antag -6.7 and CHRM1 antagonist -2.6.
Screening Cc1ccc(CN(C)C(=O)CCc2nc3sc4c(c3c(=O)[nH]2)CCCC4)o1 returned M1 PAM parental 10.5, TAAR1 antag -5.1, M1 ag parental 0.3, M1 ag -3.4, CHO parental Ca -6.2, TAAR1 ag 1.0, CHRM1 PAM 14.4, CHO-K1 Ca antag -2.1 and CHRM1 antagonist -18.3.
`O=C(OCc1nc2ccccc2c(=O)[nH]1)c1cccs1` gave M1 PAM parental 20.7, TAAR1 antag 4.7, M1 ag parental 0.5, M1 ag -4.4, CHO parental Ca -16.5, TAAR1 ag 4.7, CHRM1 PAM 9.6, CHO-K1 Ca antag -9.9 and CHRM1 antagonist -10.9.
Screening Cc1ccc(CNC(=O)COc2cccc3c2OC(C)(C)C3)cc1 returned M1 PAM parental -9.8, TAAR1 antag -16.1, M1 ag parental -1.2, M1 ag -3.3, TAAR1 ag -1.6, CHRM1 PAM -2.8, CHO-K1 Ca antag 5.6 and CHRM1 antagonist 2.7.
CC1(C)Oc2ccc3ccc(=O)oc3c2CC1O (stereo not drawn) was read as M1 PAM parental 18.9, TAAR1 antag -5.8, M1 ag parental 1.9, M1 ag -3.5, CHO parental Ca -1.7, TAAR1 ag 2.4, CHRM1 PAM 7.2, CHO-K1 Ca antag -13.6 and CHRM1 antagonist -8.8.
C=C1CCN(c2ccc(C(=O)NCCC)cc2[N+](=O)[O-])CC1 was read as M1 PAM parental 3.4, TAAR1 antag 17.4, M1 ag parental -0.1, M1 ag -3.9, CHO parental Ca -9.6, TAAR1 ag 0.7, CHRM1 PAM 3.5, CHO-K1 Ca antag -14.3 and CHRM1 antagonist -5.0.
Screening O=C(O)c1c2c(nc3ccc(S(=O)(=O)N4CCC(C(=O)NCc5ccccc5)CC4)cc13)CCCC2 returned M1 PAM parental 10.7, TAAR1 antag 4.5, M1 ag parental 0.0, M1 ag -0.9, TAAR1 ag 1.6, CHRM1 PAM 0.7, CHO-K1 Ca antag 1.0 and CHRM1 antagonist -1.3.
CCCC(C)NC(=O)c1ccc2[nH]c3c(c2c1)CC(C)CC3 (stereo not drawn) was read as M1 PAM parental -3.0, TAAR1 antag -11.4, M1 ag parental -0.5, M1 ag -2.6, CHO parental Ca -28.5, TAAR1 ag -1.4, CHRM1 PAM 7.9, CHO-K1 Ca antag 7.0 and CHRM1 antagonist -13.4.
Screening CCN(C(=S)Nc1cc(S(=O)(=O)N2CCOCC2)ccc1Cl)c1cccc2ccccc12 returned M1 PAM parental 24.8, TAAR1 antag 12.7, M1 ag parental 1.2, M1 ag -4.1, CHO parental Ca -3.6, TAAR1 ag -1.6, CHRM1 PAM 9.2, CHO-K1 Ca antag -8.6 and CHRM1 antagonist -10.1.
`CC(=O)c1ccc(NC(=O)C2=CC(c3ccc4c(c3)OCO4)=NS(=O)(=O)N2C)cc1` gave M1 PAM parental -1.6, TAAR1 antag 13.0, M1 ag parental 5.3, M1 ag 0.4, CHO parental Ca -6.8, TAAR1 ag 0.8, CHRM1 PAM 2.6, CHO-K1 Ca antag -14.8 and CHRM1 antagonist -4.5.
O=C(O)C1CCCN(S(=O)(=O)c2ccc(Cl)s2)C1 (stereo not drawn) was read as M1 PAM parental 12.2, TAAR1 antag -7.6, M1 ag parental -0.7, M1 ag 0.7, CHO parental Ca -9.5, TAAR1 ag -0.6, CHRM1 PAM 9.5, CHO-K1 Ca antag 14.2 and CHRM1 antagonist -14.9.
For CC(NC(=O)CC12CC3CC(CC(C3)C1)C2)C(=O)O (stereo not drawn) the results were M1 PAM parental 11.7, TAAR1 antag -3.7, M1 ag parental 0.6, M1 ag -3.2, CHO parental Ca 5.0, TAAR1 ag 3.5, CHRM1 PAM -4.1, CHO-K1 Ca antag -2.7 and CHRM1 antagonist 11.2.
For Cc1cccc(CSCC(=O)NCc2ccc(S(N)(=O)=O)cc2)c1 the results were M1 PAM parental 15.3, TAAR1 antag 4.7, M1 ag parental 0.9, M1 ag -6.1, CHO parental Ca -2.3, TAAR1 ag 2.5, CHRM1 PAM 9.1, CHO-K1 Ca antag -14.6 and CHRM1 antagonist -3.4.
`NS(=O)(=O)c1ccc(N/C=C\C(=O)c2ccncc2)cc1` gave M1 PAM parental 3.4, TAAR1 antag 9.3, M1 ag parental 0.7, M1 ag -3.5, CHO parental Ca 2.2, TAAR1 ag 9.2, CHRM1 PAM 3.6, CHO-K1 Ca antag -1.9 and CHRM1 antagonist -2.5.
For COc1cc(NC(=O)c2cc3c(C)nc4ccccc4c3o2)cc(OC)c1OC the results were M1 PAM parental -4.3, TAAR1 antag 34.6, M1 ag parental 3.7, M1 ag 1.6, CHO parental Ca -12.8, TAAR1 ag 5.5, CHRM1 PAM 4.2, CHO-K1 Ca antag 14.1 and CHRM1 antagonist -9.8.
`O=C(NCC(c1ccco1)N1CCN(c2ccc(F)cc2)CC1)C(=O)NC1CCCC1` (stereo not drawn) gave M1 PAM parental 13.0, TAAR1 antag 0.3, M1 ag parental 0.9, M1 ag -4.2, CHO parental Ca -10.0, TAAR1 ag 10.9, CHRM1 PAM 8.7, CHO-K1 Ca antag 4.1 and CHRM1 antagonist -5.2.
`N=c1c2c(-c3ccccc3)c(-c3ccccc3)n(Cc3ccco3)c2ncn1CCCO` gave M1 PAM parental 24.7, TAAR1 antag -15.8, M1 ag parental 3.0, M1 ag -5.4, CHO parental Ca -41.0, TAAR1 ag 8.7, CHRM1 PAM 15.7, CHO-K1 Ca antag -15.2 and CHRM1 antagonist -16.7.
Cc1ccc(S(=O)(=O)Nc2ccc(Oc3cccnc3)nc2)cc1 was read as M1 PAM parental 14.8, TAAR1 antag -12.8, M1 ag parental 2.8, M1 ag 1.9, CHO parental Ca -17.0, TAAR1 ag 14.0, CHRM1 PAM 1.1, CHO-K1 Ca antag -11.2 and CHRM1 antagonist -7.4.
`O=C(NC1CCN(S(=O)(=O)c2ccc(F)cc2)CC1)c1ccc(F)cc1` gave M1 PAM parental 13.7, TAAR1 antag -5.3, M1 ag parental 0.1, M1 ag -0.7, CHO parental Ca -13.4, TAAR1 ag 4.5, CHRM1 PAM 14.3, CHO-K1 Ca antag 1.1 and CHRM1 antagonist -26.4.
COc1ccc2c(c1)c1nc3ccccc3nc1n2CCn1c(=O)oc2ccccc21 was read as M1 PAM parental 5.0, TAAR1 antag -15.4, M1 ag parental 0.4, M1 ag 0.1, CHO parental Ca -10.7, TAAR1 ag 6.3, CHRM1 PAM 10.2, CHO-K1 Ca antag 6.9 and CHRM1 antagonist -15.1.
Screening Cc1ccccc1NC(=O)c1c(C)nc(SCC(=O)OCc2ccccc2)c(C#N)c1-c1ccc(F)cc1 returned M1 PAM parental 17.6, TAAR1 antag 33.5, M1 ag parental 0.7, M1 ag -11.0, CHO parental Ca -13.7, TAAR1 ag 2.6, CHRM1 PAM -8.0, CHO-K1 Ca antag -7.2 and CHRM1 antagonist 11.4.
Nn1c(-c2cccc(O)c2)nnc1-c1cccc(O)c1 was read as M1 PAM parental 20.5, TAAR1 antag 7.2, M1 ag parental 1.6, M1 ag -0.4, TAAR1 ag 0.2, CHRM1 PAM 11.4, CHO-K1 Ca antag -19.6 and CHRM1 antagonist -15.8.
